Screens (PubChem)
FEN1 inhibitor: blocks human flap endonuclease 1 | 390,000 compounds, 0.35% hits | Potency, µM (series often up to 114 µM), without a hit: top-dose activity change, negative = inhibition, most hits filed as inhibitors | P39748 | Recombinant FEN1 flap cleavage, fluorescence, 15 min; note: nearly all actives have a fitted effect of over 65% in size
Target sequence (P39748 whole entry, looked up): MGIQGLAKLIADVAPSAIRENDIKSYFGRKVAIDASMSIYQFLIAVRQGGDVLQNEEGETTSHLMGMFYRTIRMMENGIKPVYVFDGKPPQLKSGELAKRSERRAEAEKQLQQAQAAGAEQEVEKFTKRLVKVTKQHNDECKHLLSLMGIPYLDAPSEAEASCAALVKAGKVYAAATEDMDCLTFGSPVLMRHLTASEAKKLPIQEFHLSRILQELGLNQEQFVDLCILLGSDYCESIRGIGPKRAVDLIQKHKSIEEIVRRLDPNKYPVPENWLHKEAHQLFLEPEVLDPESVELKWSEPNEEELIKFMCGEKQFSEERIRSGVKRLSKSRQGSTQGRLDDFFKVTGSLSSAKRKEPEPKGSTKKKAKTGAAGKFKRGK
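Nuclease activity of 10 nM FEN1 was measured after 15 min of room-temperature exposure to titrated compounds, by adding 50 nM flap substrate and reading plates at 0 and 15 min.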
DT40 TDP1 CPT: DT40-hTDP1 cell growth loss with CPT; chicken DT40 Tdp1-/-;hTDP1 cells + 20 nM CPT, ATP luminescence, 48 h; 420,000 compounds, 12% hits; Potency, µM (top dose mostly 46.2 µM), for the others: top-dose activity change, negative = growth inhibition, most hits filed as inhibitors; note: nearly all actives have a fitted effect of over 55% in size
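Chicken DT40 Tdp1-/- cells complemented with human TDP1, 400 cells/well, exposed to compounds plus 20 nM camptothecin for at least 48 h at 37 C; viability read as ATP content by CellTiter-Glo luminescence.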
N370S GC: inhibits or activates N370S mutant glucocerebrosidase; P04062; N370S GC spleen homogenate, 4MU-glucoside fluorescence; Potency, µM (top dose mostly 59.4 µM), inactives show at the top dose activity change, negative = inhibition, hits mostly inhibitors; 330,000 compounds, 0.092% hits; AID 2101;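 note: 0% = full enzyme activity and -100% = no enzyme basal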
* = called active by the depositor; ? = inconclusive; . = not tested or not shown; & = joins results of further samples; ! = not confirmed by another sample; [ ] = another dose, or the depositor's remark. Calls come from the whole dose curve; as a rule, active = well fitted curve in the direction sought with a large enough effect; inconclusive = small, poorly fitted or top-dose-only effect, or another doubt; inactive = no such curve, though single readings can be large; an effect the other way counts as inactive or inconclusive. Unless noted, % is set by controls: 0 for no effect and ±100 for the full control effect; potency is the fitted concentration of half-maximal effect. This is a subset, so the mix of outcomes need not match the whole.

1. Cc1nc2ccccn2c1P(=S)(N1CCCCC1)N1CCCCC1
2. COc1ccc(CCn2c(O)c(C=NC3CC3)c(=O)[nH]c2=O)cc1OC
3. O=C(N/N=C/c1c(O)n(Cc2ccc(F)cc2)c(=O)[nH]c1=O)c1ccccc1
4. COC(=O)C(O)(c1c(C)[nH]c2ccccc12)C(F)(F)F (stereo not drawn)
5. OC12Oc3ccccc3C=C1N1CCC2CC1 (stereo not drawn)
6. CCOc1ccc(-n2c(O)c(C=NCCN(CC)CC)c(=O)[nH]c2=O)cc1
compound no. | 1 | 2 | 3 | 4 | 5 | 6
FEN1 inhibitor | -3% | 2% | ? | -1% | 10% | -11%
DT40 TDP1 CPT | 21µM* | -22% | 0% | -8% | -6% | -1%
N370S GC | 11% | 0% | -8% | 1% | 7%[2.35 µM] | -1%

7. CC1(C)Cc2c(sc3nc4n(-c5ccccc5)c(=O)c(CCC(=O)O)nn4c(=O)c23)CO1
8. Cc1cccc(C#N)c1
9. C=C1C/C(=C/C)C(=O)O[C@@H]2CCN3CC=C(COC(=O)[C@]1(C)O)[C@@H]23
10. CN1CCN(C(=O)OC2c3nccnc3C(=O)N2c2ccc(Cl)cn2)CC1 (stereo not drawn)
11. CCOC(=O)c1ccc(N=C(c2ccccc2)c2c(O)n(C)c(=O)n(C)c2=O)cc1
12. COc1cccc(C(=O)C2CCCN(Cc3ccc(F)cc3)C2)c1 (stereo not drawn)
compound no. | 7 | 8 | 9 | 10 | 11 | 12
FEN1 inhibitor | -7% | 5% | 12% | . | 17% | 1%
DT40 TDP1 CPT | ? | 18% | -26% | 7%&-7% | 2.9µM* | 8%
N370S GC | -1% | -8% | 5%&0% | -10%&5%&7% | -1% | -9%

13. ON1C2CCCCC2N(O)C1c1ccccc1 (stereo not drawn)
14. CC(=O)OC1C2CCCC1C(N1CCCC1)CC2 (stereo not drawn)
15. CC(C)c1ccc(OCC(=O)N2CCN(C)CC2)c(Br)c1
16. C[C@]12CCC3C(CC[C@]4(O)CC(O)CC[C@@]34C=O)[C@]1(O)CCC2C1=CC(=O)OC1 (stereo partly drawn)
17. Cc1oc2cc3oc(=O)c(CCC(=O)N4CCCCC4)c(C)c3cc2c1C
18. CC1CN(O)C2CCc3nonc3C12O (stereo not drawn)
compound no. | 13 | 14 | 15 | 16 | 17 | 18
FEN1 inhibitor | 10% | -4%&10% | 1% | . | 8% | 0%
DT40 TDP1 CPT | 0% | 21%&-16% | -3% | 10% | 12µM* | -6%
N370S GC | 5% | -2%&-5% | -3% | 1% | . | -7%

19. c1ccc(N2CC[C@@]3(CCCNC3)C2)nc1
20. CN1C(=O)C(=Cc2ccccc2OCc2ccc(C(=O)O)cc2)C(=O)N(C)C1=O
21. CCc1ccc(-c2nn(Cc3ccccc3)cc2C=O)cc1
22. O=c1[nH]c(=S)[nH]c(O)c1/C=N/N1CCOCC1
23. CN1C(=O)c2ccccc2NC(=O)[C@]12O[C@@H]2c1ccccc1
24. NC1CCCCC1N=Cc1c(O)n(CCc2ccc(F)cc2)c(=O)[nH]c1=O (stereo not drawn)
compound no. | 19 | 20 | 21 | 22 | 23 | 24
FEN1 inhibitor | . | -22% | -15% | -8% | 1% | -3%
DT40 TDP1 CPT | ? | 8% | ? | -10% | -17% | ?
N370S GC | -1% | 22% | 16% | 1% | -15% | -2%

25. COP(=O)(C#Cc1ccccc1)C(O)c1ccc(Br)cc1 (stereo not drawn)
26. CN1CC[C@@]2(CCCN(C(=O)c3ccco3)C2)C1
27. O=[N+]([O-])c1ccc(CN2CC=C(c3ccccc3)CC2)cc1
28. Cc1cc(OCC(=O)NC(Cc2ccc(Cl)cc2)C(=O)O)c2c3c(c(=O)oc2c1)CCC3 (stereo not drawn)
29. CCn1ccnc1CN1CCCC(C(=O)c2ccc(SC)cc2)C1 (stereo not drawn)
30. CCOC(=O)[C@@]1(C#N)C(c2ccc(Cl)c(Cl)c2)[C@H](C(N)=O)N2C=C(C(C)=O)C=C[C@H]21 (stereo partly drawn)
compound no. | 25 | 26 | 27 | 28 | 29 | 30
FEN1 inhibitor | -2% | . | 7% | -21% | 1% | -20%
DT40 TDP1 CPT | 7% | 3% | -12% | 21% | ? | ?
N370S GC | 7% | 28% | -2% | 7% | -2% | -5%

31. C[C@H](CCC(=O)O)[C@H]1CC[C@H]2[C@@H]3C(=O)C[C@@H]4CC(=O)CC[C@]4(C)[C@H]3CC(=O)[C@]12C
32. C=CCn1c(O)c(C(C)=NCC2CCCO2)c(=O)[nH]c1=O (stereo not drawn)
33. CC1CCCC(C2(O)C(=O)Nc3ccccc32)C1=O (stereo not drawn)
34. CC1(C)S[C@H]2[C@@H](N)C(=O)N2[C@H]1C(=O)O
35. Cc1ccc2c(C)cccc2c1
36. CCCCCCn1c(=O)c(C(=O)Nc2nc(CC(=O)OCC)cs2)c(O)c2ccccc21
compound no. | 31 | 32 | 33 | 34 | 35 | 36
FEN1 inhibitor | 8% | 0% | 1% | . | 13% | -4%
DT40 TDP1 CPT | ? | 8% | -8% | 0% | -7% | 3.7µM*
N370S GC | 8% | 2% | 0% | -3% | 2% | 18%

37. COc1ccc(NC(=O)N2CCC3(CC2)OCCO3)cc1OC
38. COC(=O)c1c2[n+](cc3cc(OC)c(OC)cc13)CCc1cc(OC)c(OC)cc1-2
39. Cc1cccc(C)c1NC(=O)Cn1c(=O)n(CC2CCC(C(=O)NCCc3ccccc3)CC2)c(=O)c2ccccc21 (stereo not drawn)
40. Cc1ccc(N2C(=O)NC(=O)/C(=C/c3ccoc3)C2=O)cc1
41. Cc1cc(C)cc(NC(=S)NC2CC3CCCC(C2)N3Cc2cccs2)c1 (stereo not drawn)
42. O=C(Cc1ccc(S(=O)(=O)N2CCCC2)s1)N1CCN(c2ccc(F)cc2)CC1
compound no. | 37 | 38 | 39 | 40 | 41 | 42
FEN1 inhibitor | 1% | ? | 1% | 35µM* | -8% | ?
DT40 TDP1 CPT | 1% | 18µM* | ? | -17% | ? | ?
N370S GC | 1% | . | . | -3% | -9% | -3%

43. CCn1cc(C(=O)c2cccs2)c2ccccc21
44. COC(=O)C1=C(c2ccc(F)cc2OCc2ccccc2)C[C@@H]2CC[C@H]1N2C(=O)NCc1ccc(Br)cc1
45. O=c1cccc2n1CC1CC2CN(c2nc(N3CCCCC3)nc(N3CCCCC3)n2)C1 (stereo not drawn)
46. Cn1c(=O)cc(OCCCC(=O)N2CCC3(CC2)OCCO3)c2ccccc21
47. O=C(COc1ccccc1)N1CCN(Cc2c[nH]c3ccccc23)CC1
48. CCC[N+]12CCC(CC1)C(=C(c1ccccc1)c1ccccc1)C2
compound no. | 43 | 44 | 45 | 46 | 47 | 48
FEN1 inhibitor | 6% | -24% | -6% | -17% | 4% | 15%
DT40 TDP1 CPT | -12% | ? | -13% | -4% | 3.7µM* | 15µM*
N370S GC | 13% | . | 26% | 3% | 9% | -2%

49. CCC1CCC(C)N(N=O)C1 (stereo not drawn)
50. COCCCNC(=S)NCCCNc1nc2cc(C)cc(C)c2cc1C#N
51. O=C(Cn1c(=O)oc2cc(S(=O)(=O)N3CCCC3)ccc21)Nc1cccc(C(F)(F)F)c1
52. c1ccc(CN2CCC3(CCc4ccccc43)CC2)cc1
53. CC12CCC(=O)CC1CCC1C2C(=O)CC2(C)C1CCC2(C)O (stereo not drawn)
54. CCC(=O)c1cc(F)c(N2CCN(CC)CC2)cc1C
compound no. | 49 | 50 | 51 | 52 | 53 | 54
FEN1 inhibitor | -1% | -3% | -17% | . | -7% | -6%
DT40 TDP1 CPT | -4% | ? | 13µM* | 24µM* | 0% | -8%
N370S GC | . | 2% | -19% | 16%&1% | . | -4%

55. Cc1ccc2c(c1)N(C(C)C(=O)N1CCC3(CC1)OCCO3)C(=O)CO2 (stereo not drawn)
56. COC(=O)[C@@H]1[C@@H](C(=O)OC)C2(c3ccccc3-c3ccccc32)N(c2ccc(Cl)cc2)N1C#N
57. CCCCn1c(O)c(C(CC)=NCc2ccco2)c(=O)[nH]c1=O
58. O=C(NCCN1CCOCC1)c1ccc(Cl)nc1Cl
59. CCOC(=O)c1cccc(NC(=O)c2cnc(N3CCCCC3)c3ccccc23)c1
60. CC12CN3CC(C)(CN(C1)C3c1cccs1)C2=O (stereo not drawn)
compound no. | 55 | 56 | 57 | 58 | 59 | 60
FEN1 inhibitor | 2% | -5% | 6% | 5% | -16% | 6%
DT40 TDP1 CPT | -14% | 2.6µM* | -6% | -8% | 18µM* | 4%
N370S GC | -2% | 6% | ? | -5% | . | 14%

61. Cc1ccccc1N1C(=O)NC(=O)/C(=C/c2ccc(N3CCOCC3)o2)C1=O
62. CC1CCN(c2ccccc2NC(=O)c2cc3ccccc3o2)CC1
63. COC(=O)C1=C(c2cc3ccccc3s2)C[C@@H]2CC[C@H]1N2C(=O)N1CCC(O)CC1
64. CC(C)(C#CC(=O)O)OOC(c1ccccc1)(c1ccccc1)c1ccccc1
65. Cn1c[n+](C)cc1C(O)c1ccccc1 (stereo not drawn)
66. CCCC(=O)NC(Oc1ccc(OC)cc1)C(Cl)(Cl)Cl (stereo not drawn)
compound no. | 61 | 62 | 63 | 64 | 65 | 66
FEN1 inhibitor | 3% | -9% | 15% | 9% | 3%&-9% | -19%
DT40 TDP1 CPT | 2% | ? | 15µM* | -2% | 0%&10% | 3%
N370S GC | -12% | -5% | . | 6% | 8% | 3%

67. CCN1/C(=C\C=C\C2=[N+](CC)c3ccccc3C2(C)C)C(C)(C)c2ccccc21
68. O=C(NC(Cc1ccccc1)C(=O)N1CCC2(CC1)OCCO2)C1CCCCC1 (stereo not drawn)
69. COc1cccc(N2CCN(c3c4c(nc5nncn35)CCC4)CC2)c1
70. OCC1OC(n2cnc3cc(Cl)c(Cl)cc32)C(O)C1O (stereo not drawn)
71. C[N+]1(C)C2CCC1CC(OC(=O)c1ccccc1)C2 (stereo not drawn)
72. CN(N)N=Nc1nc2c([nH]1)c(=O)n(C)c(=O)n2C
compound no. | 67 | 68 | 69 | 70 | 71 | 72
FEN1 inhibitor | 45µM* | -1% | -19% | . | -5% | -3%
DT40 TDP1 CPT | 0.092µM* | 5% | 23µM* | 15µM*! | 1% | 1%
N370S GC | -7% | 0% | . | 1%&8% | 13% | -17%

73. C=CCN1CC[C@]23c4c5ccc(O)c4OC2C(O)C=CC3[C@H]1C5 (stereo partly drawn)
74. Cc1cc(=O)oc2cc(OCC(=O)N3CCN(Cc4ccc5c(c4)OCO5)CC3)ccc12
75. CCOC(=O)C1=C(N)Oc2cc(C)oc(=O)c2C12C(=O)N1c3c(cccc32)C(C)CC1(C)C (stereo not drawn)
76. C[C@H]1CC2C3CC=C4C[C@@H](O)CC[C@]4(C)C3CC[C@]2(C)[C@H]1O (stereo partly drawn)
77. COC(=O)C1=C(c2ccc(Cl)c(C(F)(F)F)c2)C[C@@H]2CC[C@H]1N2C(=O)NC(C)C
78. CCN1CCN(S(=O)(=O)c2ccc(Cl)nc2)CC1
79. COc1ccccc1C1SCC(=O)Nc2c1c(C)nn2-c1cccc(C)c1 (stereo not drawn)
80. O=C1CC(N2CC=C(c3ccccc3)CC2)C(=O)N1c1ccc(F)cc1 (stereo not drawn)
compound no. | 73 | 74 | 75 | 76 | 77 | 78 | 79 | 80
FEN1 inhibitor | 13% | 17% | 0% | 7% | -15% | -2% | ? | -4%
DT40 TDP1 CPT | -1% | -22% | -11% | -6% | ? | 3% | ? | 15µM*
N370S GC | . | 0% | -5% | . | . | -18% | . | 2%

Compounds above with an NH in an aromatic ring (10):
2. COc1ccc(CCn2c(O)c(C=NC3CC3)c(=O)[nH]c2=O)cc1OC
3. O=C(N/N=C/c1c(O)n(Cc2ccc(F)cc2)c(=O)[nH]c1=O)c1ccccc1
4. COC(=O)C(O)(c1c(C)[nH]c2ccccc12)C(F)(F)F (stereo not drawn)
6. CCOc1ccc(-n2c(O)c(C=NCCN(CC)CC)c(=O)[nH]c2=O)cc1
22. O=c1[nH]c(=S)[nH]c(O)c1/C=N/N1CCOCC1
24. NC1CCCCC1N=Cc1c(O)n(CCc2ccc(F)cc2)c(=O)[nH]c1=O (stereo not drawn)
32. C=CCn1c(O)c(C(C)=NCC2CCCO2)c(=O)[nH]c1=O (stereo not drawn)
47. O=C(COc1ccccc1)N1CCN(Cc2c[nH]c3ccccc23)CC1
compound no. | 2 | 3 | 4 | 6 | 22 | 24 | 32 | 47
FEN1 inhibitor | 2% | ? | -1% | -11% | -8% | -3% | 0% | 4%
DT40 TDP1 CPT | -22% | 0% | -8% | -1% | -10% | ? | 8% | 3.7µM*
N370S GC | 0% | -8% | 1% | -1% | 1% | -2% | 2% | 9%

57. CCCCn1c(O)c(C(CC)=NCc2ccco2)c(=O)[nH]c1=O
72. CN(N)N=Nc1nc2c([nH]1)c(=O)n(C)c(=O)n2C
compound no. | 57 | 72
FEN1 inhibitor | 6% | -3%
DT40 TDP1 CPT | -6% | 1%
N370S GC | ? | -17%
